Screening data as filed in PubChem.
PhoP GFP inhibition: PhoP regulon inhibitors, Salmonella typhi PhoP promoter GFP reporter, confirmatory (AID 1850); one-dose inhibition, % at 50 µM; IC50 in µM for titrated hits; Salmonella Typhi PhoP-promoter GFP reporter, fluorescence, 4 h; higher % means a stronger effect; 310,000 compounds, 0.33% hits; in the data active means a potency from the dose series; inconclusive means inhibition mostly from about 25% at the one dose, without a potency; inactive means the rest, 99 in 100 with inhibition below about 19%;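 further: 0% = induced wells with vehicle and 100% = uninduced wells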
M. tuberculosis: growth inhibition of non-replicating M. tuberculosis (AID 488890). 320,000 compounds, 0.39% hits. inhibition, % at 25 µM, or IC50 in µM where a hit was titrated. Mycobacterium tuberculosis non-replicating, growth inhibition; higher % means a stronger effect; in the data active means a potency from the dose series; inconclusive means inhibition mostly from about 82% at the one dose, without a potency; inactive means the rest, 99 in 100 with inhibition below about 76%;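 further: plate controls were DMSO cells for no effect and high antibiotic wells for full effect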
inhibitors of VEEV: inhibitors of VEEV TC-83 cytopathic effect, confirmation, Vero cells (AID 588727); Vero cells, VEEV TC-83 cytopathic effect inhibition; higher % means a stronger effect; 350,000 compounds, 0.13% hits; one-dose inhibition, % at 20 µM; IC50 in µM for titrated hits; in the data active means a potency from the dose series; inconclusive means inhibition mostly from about 14% at the one dose, without a potency; inactive means the rest, 99 in 100 with inhibition below about 12%; further: strong numbers were not always called active
H37Rv inhibition: M. tuberculosis growth inhibition, HTS (AID 449762); M. tuberculosis H37Rv growth inhibition, 7H9 media; higher % means a stronger effect; inhibition, % at 25 µM, or IC50 in µM where a hit was titrated; 330,000 compounds, 0.59% hits; in the data active means a potency from the dose series; inconclusive means inhibition above about 70% without an active follow-up result;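 further: bacterial growth assessed after seven days of incubation; strong numbers were not always called active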
H1N1 NS1A inhibition: H1N1 influenza NS1A inhibitors, functional cell based assay (AID 504329); inhibition, % at 12.5 µM; hits with a dose series show IC50 in µM; NS1A functional cell-based assay, percent inhibition; higher % means a stronger effect; 340,000 compounds, 0.3% hits; in the data active means a potency from the dose series; inconclusive means inhibition above about 27% without an active follow-up result; further: strong numbers were not always called active
inhibitors of VEEV 10K pilot screen: further read-out of inhibitors of VEEV, marked with its call; inhibition, %; measured here: 10K pilot screen inhibition
Starred values were filed as active, the others as inactive; i = inactive; ? = inconclusive; . = no result given.

SMILES	PhoP GFP inhibition	M. tuberculosis	inhibitors of VEEV	H37Rv inhibition	H1N1 NS1A inhibition	others
Cc1ccc(S(=O)(=O)N2CCC(=O)N(CCOC(=O)Nc3cccc(Cl)c3)CC2)cc1	0.0%	28.2%	0.5%	6.0%	-1.7%
CCC(C)(C(=O)Nc1ccc2c(c1)OCCO2)N(C(C)=O)c1ccc(C(N)=O)cc1 (stereo unspecified)	-0.3%	-6.7%	i	12.2%	2.4%
CC(=O)Nc1ccc2c(c1)C(C)(C)C(C)N2C (stereo unspecified)	-2.2%	78.7%	.	58.7%	.
Cc1ccccc1Cn1nc(C)c(NC(=O)/C=C/c2cnn(C)c2)c1C	4.5%	10.9%	i	-1.2%	-15.1%
CC(=O)c1c(C)[nH]c(C(=O)Nc2ccc(C)cc2Br)c1C	2.1%	-6.2%	3.3%	6.7%	1.2%
CSCc1c(C(=O)OCC(=O)c2ccc[nH]2)oc2ccccc12	.	.	3.9%	.	6.6%
Cc1ccc(Nc2c(N)c(=O)oc3ccccc23)cc1	-2.5%	36.9%	7.2%	5.1%	3.2%
COc1cc(CC(=O)Oc2ccc3c(c2)OCO3)cc(OC)c1OC	0.9%	64.1%	1.0%	4.8%	3.8%
O=C(Nc1cc2c(cc1Br)OCCCO2)c1cccnc1	-2.8%	23.5%	2.5%	-0.3%	17.7%
CC(=O)c1c(C(=O)O)c2ccccc2[nH]c1=O	8.8%	-8.9%	1.0%	-1.1%	-9.8%
CCn1c(SCC(=O)NC2CCCCC2)nnc1C(CO)NC(=O)c1ccccc1 (stereo unspecified)	-5.1%	-5.1%	1.2%	0.7%	1.7%
CCn1cc(Cl)c(C(=O)Nc2nc3ccccc3n2CCN2CCCCC2)n1	-5.8%	.	1.4%	1.9%	25.7%
Cc1ccc(S(=O)(=O)NCc2ccccc2)cc1C(=O)N(C)CC(=O)Nc1ccccc1Br	.	.	5.7%	.	-4.5%
CC(NC(=O)C(C)N1CCN(Cc2ccccc2)CC1)c1ccc(F)cc1 (stereo unspecified)	-2.0%	-6.2%	i	-10.8%	1.8%
O=C/C(=C\Nc1ccc(Br)cc1)c1nc2ccccc2o1	-11.1%	7.2%	6.8%	6.5%	-7.0%
Cc1nc(C(=O)Nc2cc(Cl)ccc2Cl)nn1-c1cc(OC(C)C)c(Cl)cc1Cl	5.3%	-6.7%	1.8%	9.6%	3.4%
N#Cc1ccccc1NC(=O)COC(=O)c1c[nH]c2ccccc12	.	.	3.7%	.	6.6%
C/C(CC(=O)NCc1ccco1)=N\NC(=O)COc1ccc(Cl)cc1Cl	-4.6%	-0.4%	1.3%	-0.4%	-0.9%
COc1ccc(N2CC(C(=O)OCC(=O)Nc3cccc(C)c3C)CC2=O)cc1 (stereo unspecified)	15.4%	.	0.3%	-0.1%	-5.8%
CCn1c(SCC(=O)Nc2nonc2C)nnc1-c1ccoc1C	-5.7%	-7.0%	3.1%	-1.7%	3.9%
CC(=Nc1ccccc1)c1sc2ccccc2c1O	-7.6%	45.7%	i	1.1%	-11.0%
CCN(CC)C(=O)CNC(=O)c1nn(-c2ccc(OC)c(Cl)c2)c(=O)c2ccccc12	-1.7%	9.9%	2.1%	-2.4%	-5.6%
CC(C)C(NC(=O)c1ccccc1NC(=O)c1ccco1)C(=O)NNC(=O)c1ccncc1 (stereo unspecified)	18.2%	-2.5%	0.0%	-10.1%	-1.7%
O=C(NC1CCCC1)c1ccc(CS(=O)Cc2ccc(Cl)cc2)o1 (stereo unspecified)	-4.8%	4.6%	0.5%	-13.1%	-10.4%
O=C(O)c1ccccc1C(=O)Nc1nc(-c2ccccc2)cs1	8.9%	1.8%	0.6%	-4.4%	1.9%
Further structures
SMILES	PhoP GFP inhibition	M. tuberculosis	inhibitors of VEEV	H37Rv inhibition	H1N1 NS1A inhibition	others
COc1cc(/C=N/O)ccc1OCc1ccccc1Cl	4.0%	29.0%	6.4%	5.7%	-1.0%
O=C(COC(=O)C1CCN(S(=O)(=O)c2ccc3c(c2)OCCO3)CC1)Nc1ccccc1OC(F)F	-7.4%	-4.8%	0.4%	-3.4%	-4.5%
O=C(Cc1ccc(S(=O)(=O)N2CCOCC2)s1)NCCOc1ccccc1	1.0%	1.7%	2.5%	-1.1%	-1.2%
Cc1ccc(CN(C)C(=O)c2ccccc2NC(=O)c2ccccc2)o1	.	14.9%	1.5%	-4.2%	10.7%
Cc1nn(C2CCS(=O)(=O)C2)c2nc(C3CC3)cc(C(=O)Nc3cccc(C#N)c3)c12 (stereo unspecified)	.	.	12.5%	.	-2.6%
Cc1ccc(C(=O)NC(=S)Nc2ccc3[nH]c(=O)[nH]c3c2)cc1C	-3.7%	1.0%	7.4%	-1.5%	2.8%
O=C(O)CCN1CCc2ccccc2C1c1ccncc1 (stereo unspecified)	-1.5%	-4.4%	i	-5.6%	-1.3%
CC1CN(C)C(C)C/C1=N\Oc1ccc([N+](=O)[O-])cc1 (stereo unspecified)	-3.4%	1.6%	i	-5.5%	1.9%	inhibitors of VEEV 10K pilot screen=0.0
Cc1cc(Br)ccc1OCC(=O)N1CCCCCC1	7.3%	-2.2%	i	-4.5%	1.3%
C=CCc1ccccc1Oc1cc(F)nc(N)n1	1.4%	8.3%	0.1%	11.7%	-1.3%
COc1ccc(C(=O)Nc2nnc(SCC(=O)NCC3CCCO3)s2)cc1OC (stereo unspecified)	-6.7%	-12.3%	2.1%	-18.5%	-4.4%
COc1ccc(CN2CCN(Cc3cc(=O)oc4cc(C)ccc34)CC2)c(OC)c1OC	-7.5%	23.0%	i	-14.0%	21.9%
COc1cc(C#N)c(NS(=O)(=O)c2ccc3[nH]c(=O)sc3c2)cc1OC	6.5%	6.8%	2.4%	-4.9%	0.6%
CCc1cc(C)c(O)c(CC)n1	-0.8%	8.9%	1.6%	-3.4%	-8.7%
COC(=O)Cc1cc(=O)[nH]c(/N=C(\N)Nc2cccc(C)c2)n1	5.3%	-3.9%	0.8%	-4.3%	-10.6%
Cc1ccc(P(=O)(CSC(=N)N)c2ccc(C)cc2)cc1	2.5%	39.8%	0.2%	6.3%	14.0%
CC(C)C(=O)c1cn(CC(=O)N2CCCc3ccccc32)c2ccccc12	-5.2%	17.7%	1.4%	-5.9%	-0.2%
CCOc1ccccc1OCCCC(=O)N1CCN(S(=O)(=O)c2ccc(C)cc2)CC1	-10.1%	30.8%	2.8%	8.1%	0.2%
CCOc1ncccc1-c1nc(-c2cccs2)no1	6.5%	-9.1%	i	5.7%	-5.5%
CCN(CC)c1ccc(C2C3CCCCC3(O)CCN2CC(=O)N2CCCCC2)cc1 (stereo unspecified)	1.2%	14.8%	3.5%	6.0%	-12.1%
Cc1onc(-c2ccccc2)c1CNS(=O)(=O)c1cccc(Br)c1	0.9%	8.2%	0.3%	9.7%	-1.9%
O=C(Nc1ccccc1)C12CC3CC(C1)CC(n1cnc([N+](=O)[O-])n1)(C3)C2	-3.7%	-5.7%	0.4%	-3.2%	5.8%
O=CN1CCc2scc[n+]2-c2ccccc21	-2.7%	0.2%	i	-17.7%	-18.5%
Cc1ccc(NC(=O)CS(=O)CC(=O)NC(C)CCc2ccco2)cc1Cl (stereo unspecified)	-4.4%	6.5%	2.1%	29.6%	-0.4%
CCn1c(=O)n(CC)c2cc(N3CCCC3)c(NC(=O)c3ccc(C)cc3)cc21	4.5%	31.1%	2.5%	?	1.0%

By substructure, the compounds so far with an aryl thioether with sulfur outside any ring (three)
SMILES	PhoP GFP inhibition	M. tuberculosis	inhibitors of VEEV	H37Rv inhibition	H1N1 NS1A inhibition	others
CCn1c(SCC(=O)NC2CCCCC2)nnc1C(CO)NC(=O)c1ccccc1 (stereo unspecified)	-5.1%	-5.1%	1.2%	0.7%	1.7%
CCn1c(SCC(=O)Nc2nonc2C)nnc1-c1ccoc1C	-5.7%	-7.0%	3.1%	-1.7%	3.9%
COc1ccc(C(=O)Nc2nnc(SCC(=O)NCC3CCCO3)s2)cc1OC (stereo unspecified)	-6.7%	-12.3%	2.1%	-18.5%	-4.4%

The listing picks up, starting two compounds before the break.
SMILES	PhoP GFP inhibition	M. tuberculosis	inhibitors of VEEV	H37Rv inhibition	H1N1 NS1A inhibition	others
Cc1ccc(NC(=O)CS(=O)CC(=O)NC(C)CCc2ccco2)cc1Cl (stereo unspecified)	-4.4%	6.5%	2.1%	29.6%	-0.4%
CCn1c(=O)n(CC)c2cc(N3CCCC3)c(NC(=O)c3ccc(C)cc3)cc21	4.5%	31.1%	2.5%	?	1.0%
Cc1sc(N)nc1-c1c(C)n(C)c2ccccc12	12.7%	8.5%	i	-0.2%	-0.1%
O=C(CN1CCCC1)N1c2ccccc2Sc2ccccc21	20.9%	8.6%	i	-11.9%	-0.7%
COc1ccc(NC(C)=O)cc1S(=O)(=O)NC(C)c1ccc(-n2ccnc2)cc1 (stereo unspecified)	.	-9.0%	0.3%	-7.9%	-10.1%
CN(C)S(=O)(=O)c1ccc(NC(=O)CSc2nnc(-c3ccco3)o2)cc1	.	-15.4%	0.3%	-5.1%	-5.6%
CC1CCN(C(=O)C(C)Sc2nc(-c3ccccc3)cc(C(F)(F)F)n2)CC1 (stereo unspecified)	-0.6%	3.7%	3.8%	1.3%	-15.0%
COc1ccc(CCN2CC34C=CC(O3)C(C(=O)NCc3ccccc3Cl)C4C2=O)cc1OC (stereo unspecified)	-2.7%	4.2%	0.4%	-6.4%	-3.6%
CN(C)CCCN(C(=O)c1ccc(S(=O)(=O)N(C)Cc2ccccc2)cc1)c1nc2c(F)cccc2s1	-9.1%	-11.1%	9.4%	-4.2%	11.1%
Cc1cc(C)c(NS(=O)(=O)c2c(C(=O)N3CCOCC3)c(C)n(C)c2C)c(C)c1	6.1%	-8.9%	0.8%	5.7%	-8.4%
CC(C)C(NC(=O)C1CCCCC1)C(=O)Nc1ccc2c(c1)OCCO2 (stereo unspecified)	2.1%	-1.0%	i	-2.1%	5.0%
CC1=C(C(=O)OCc2ccccc2)C(c2cccnc2)n2ncnc2N1 (stereo unspecified)	-3.0%	0.2%	i	0.6%	-11.4%
COc1cccc(-c2sc3ccccc3c2-c2ccc(OCCN3CCCC3)cc2)c1	.	?	i	?	12.5%	inhibitors of VEEV 10K pilot screen=0.0
CC(C)N(CCO)C(=O)CCc1nnc(CCCc2ccccc2)o1	-6.7%	9.0%	0.6%	-0.7%	0.1%
CC1CCN(CC(=O)c2c[nH]c3ccccc23)CC1	4.0%	15.1%	2.8%	-4.8%	19.6%
CCOC(=O)N1CCN(S(=O)(=O)c2c(C)nc3scc(C)n3c2=O)CC1	-23.3%	10.1%	1.0%	7.5%	-3.5%
Cc1ccc(S(=O)(=O)NCC(=O)OCC(=O)NCc2cccs2)cc1	4.9%	-9.6%	0.9%	-7.1%	-2.1%
COc1cc(OC)cc(-c2c(C#Cc3ccsc3)c3cc(-c4ccc(SC)cc4)ccc3n2C)c1	.	0.4%	0.8%	-7.5%	3.1%
COc1ccc(CCNC(=O)C(=O)NCC2OCCN2S(=O)(=O)c2ccc(Br)cc2)cc1 (stereo unspecified)	-3.1%	-14.5%	i	-5.4%	1.8%
Cn1c(=O)c2c(nc(SCC(=O)Nc3ccccc3N3CCCCC3)n2C)n(C)c1=O	-7.6%	-48.4%	7.5%	-5.3%	-7.8%
CC(C)C(NC(=O)c1ccccc1)c1nnc(SCC(=O)NC2CCCC2)n1C (stereo unspecified)	-3.2%	5.2%	0.6%	0.2%	-3.3%
O=C(CS(=O)c1ccc(Br)cc1)N1CCOCC1 (stereo unspecified)	-3.9%	-7.7%	0.6%	3.2%	-4.3%
COc1ccc(CCNC(=O)Cn2cnc3ccccc3c2=O)cc1OC	-4.1%	-1.8%	1.1%	4.7%	3.0%
O=C1CSC(=Nc2ccc(F)cc2)N1	4.7%	10.7%	0.5%	-2.3%	-26.0%
CCC(C)CCN1CCN=C1N(C)C (stereo unspecified)	-7.5%	-15.7%	0.1%	-10.4%	13.3%
CCOCCc1nn2c(=O)cc(CSCC(=O)Nc3ccc(OC)cc3)nc2s1	-5.5%	4.4%	0.9%	2.5%	9.8%
CSc1ccc(/C=C(\C(=O)O)c2ccc(S(=O)(=O)N3CCCC3)s2)cc1	.	10.5%	1.5%	-8.4%	-1.0%
CC(=O)c1ccc(NC(=O)Nc2ccc3c(c2)N(C)C(=O)CS3)cc1	-0.7%	40.1%	5.4%	38.0%	0.3%
CCc1nn2c(=O)c(S(=O)(=O)Nc3ccccc3)c(C)nc2s1	7.2%	-3.7%	1.1%	3.3%	0.8%
Cc1ccc(OCC(=O)Nc2ccccc2C(=O)NC2CC2)cc1C	-9.9%	-7.7%	9.4%	2.1%	-7.4%
